Assay outcomes (PubChem)
MrgX1 ag – agonists of human MrgX1 receptor | MrgX1-HEK293 cells, Fluo-4 calcium fluorescence, agonist mode; hits give high values | 0.44% of 310,000 active | Q96LB2 | B-score at 10 µM;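 active means calcium response B-score plate-corrected fluorescence ratio at least 3 library SD, with starting fluorescence B-score inside 5 SD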
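Test system: HEK293 cells stably expressing human MrgX1 receptor; amount: 15,000 cells per well; doses: compound delivered in addition one of three; times: overnight plating before 1 h dye loading; detection: Fluo-4 NW calcium-flux fluorescence, kinetic read; read-out basis: B-scored fluorescence response ratio; controls: positive and negative controls per plate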
KCNQ1 act – human KCNQ1 channel potentiation or activation. CHO-K1 KCNQ1, thallium flux FluxOR fluorescence; hits give high values. B-score at 10 µM. AID 2648. P51787. 0.35% of 310,000 active;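 active means fluorescence ratio B-score, a plate-corrected score, at least three library SD, with initial intensity B-score within 5 SD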
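Assay system: stable KCNQ1 CHO-K1 line; medium: assay buffer, equal DMSO in all wells; timing: 90 min dye loading and 20 min compound exposure, both at room temperature; technique: kinetic FluxOR thallium fluorescence, 10-s 1-Hz baseline, 110-s post-stimulus read; read-out basis: B score of baseline-normalized fluorescence ratio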
RGS4 act – RGS4 potentiation or activation; HEK293 M3R/inducible RGS4, carbachol calcium flux Fluo4; hits give low values; B-score at 10 µM; 0.92% of 310,000 active;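 active means B-score of the integrated calcium signal more than 4 SD below the library mean, with starting fluorescence not abnormally high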;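 further: negative B-score means reduced calcium response which marks RGS4 activation or potentiation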
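Reagent: ECmax carbachol challenge; Test system: M3R-expressing HEK293 line, RGS4 induced by doxycycline; Schedule: overnight RGS4 induction, 30 min dye load 37 °C, 20 min compound RT; Detection: calcium dye Fluo4 fluorescence; Read-out: Agonist-evoked peak-minus-minimum fluorescence over baseline, integrated ratio, B score.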
MrgX1 allo act – allosterically activates human MrgX1 receptor signaling; Q96LB2; MrgX1-HEK293, Fluo-4 calcium flux, FDSS; hits give high values; B-score at 10 µM; 0.63% of 310,000 active; AID 588675;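 active means plate-corrected calcium response at least 3 library SD above typical, normal starting fluorescence, not activating the receptor alone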;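 further: compound read alongside a low EC10 to EC30 dose of BAM8-22 agonist; peak minus trough fluorescence over baseline measured at the second addition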
RGS4 inh – human RGS4 inhibition; P49798; HEK293 M3R/RGS4 inducible, Fluo-4 calcium flux; hits give high values; triggered by carbachol at its EC20; B-score at 10 µM; 0.45% of 310,000 active; AID 463165;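 active means B-score, a plate-corrected calcium signal, over three deviations above library mean, with baseline fluorescence within five deviations of library mean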;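 further: RGS4 expression induced by doxycycline in cells with stable M3 receptor; B-score is computed from the integrated fluorescence ratio over baseline after carbachol; higher B-score means a larger calcium signal and so more RGS4 inhibition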
Target sequence (P49798 whole entry, looked up): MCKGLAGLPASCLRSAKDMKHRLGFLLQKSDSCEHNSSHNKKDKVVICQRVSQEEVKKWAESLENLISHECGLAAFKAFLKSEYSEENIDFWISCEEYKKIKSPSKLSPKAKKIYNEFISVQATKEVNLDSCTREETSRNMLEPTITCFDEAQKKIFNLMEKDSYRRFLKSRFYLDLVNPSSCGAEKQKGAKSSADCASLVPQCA
ANO1 activ – activates or potentiates the mouse TMEM16A chloride channel; Q8BHY3; 0.3% of 340,000 active; AID 623877; HEK293 TMEM16A/YFP-H148Q/I152L, iodide quench fluorescence; hits give low values; B-score at 10 µM;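 active means fluorescence-ratio B-score plate-corrected deviation score at least 3 library SD below zero, with starting fluorescence score within 5 deviations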;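 further: channel opened by trigger with iodide after compound preincubation; score built on the fluorescence ratio of max minus min over baseline; more negative score means more quench and so TMEM16A activation or potentiation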
hERG protect – shields human hERG channel from block by proarrhythmic agents. CHO-hERG, FluxOR thallium flux, dofetilide IC70 present. activation (rescue from dofetilide block), less the hit threshold, % at 10 µM. 0.51% of 310,000 active. AID 1511;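 active means activation above the mean of controls blocked by dofetilide plus 5 SD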;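 further: thallium influx through hERG after potassium depolarization seen as dye fluorescence rise; in these data hits start at about 4.7%; inactives centre near -7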
KCNK9 block – blocks the human KCNK9 two-pore domain potassium channel; Q9NPC2; HEK293 KCNK9, FluxOR thallium flux fluorescence; hits give low values; B-score at 10 µM; 1.2% of 310,000 active; AID 488922;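 active means ratio B-score over 3 SD below the library mean, with starting fluorescence within 5 SD of its mean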;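 further: negative B-score means less thallium flux so channel inhibition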
Target sequence (Q9NPC2 whole entry, looked up, the tested form may be a part): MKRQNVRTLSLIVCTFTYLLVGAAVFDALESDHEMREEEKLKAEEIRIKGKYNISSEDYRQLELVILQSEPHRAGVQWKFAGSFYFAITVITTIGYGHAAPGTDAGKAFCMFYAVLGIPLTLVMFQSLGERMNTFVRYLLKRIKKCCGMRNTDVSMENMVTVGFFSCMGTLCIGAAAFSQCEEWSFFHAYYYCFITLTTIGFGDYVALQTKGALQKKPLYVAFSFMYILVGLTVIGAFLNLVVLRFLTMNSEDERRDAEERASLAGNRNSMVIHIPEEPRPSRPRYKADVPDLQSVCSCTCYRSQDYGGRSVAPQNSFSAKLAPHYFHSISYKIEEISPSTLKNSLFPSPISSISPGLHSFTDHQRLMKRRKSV
KCNQ1 block – blocks the human KCNQ1 potassium channel. P51787. CHO-K1 KCNQ1, FluxOR thallium flux fluorescence; hits give high values. B-score at 10 µM. 1.3% of 310,000 active. AID 2642;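 active means compounds whose thallium flux B-score, printed positive for inhibition, exceeds three library SD while starting fluorescence stays within three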;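 further: channel opened by potassium depolarization with thallium stimulus after 20 min compound exposure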
KCNK3 inh – human KCNK3 channel inhibition, primary screen | O14649 | CHO-KCNK3 thallium flux, FluxOR fluorescence; hits give low values | B-score at 10 µM | 0.84% of 340,000 active | AID 602410;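 active means B-score under library mean minus 4 SD, starting fluorescence ratio at most library mean plus 5 SD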;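 further: more negative B-score means stronger inhibition of thallium flux through KCNK3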
Target sequence (O14649 whole entry, looked up): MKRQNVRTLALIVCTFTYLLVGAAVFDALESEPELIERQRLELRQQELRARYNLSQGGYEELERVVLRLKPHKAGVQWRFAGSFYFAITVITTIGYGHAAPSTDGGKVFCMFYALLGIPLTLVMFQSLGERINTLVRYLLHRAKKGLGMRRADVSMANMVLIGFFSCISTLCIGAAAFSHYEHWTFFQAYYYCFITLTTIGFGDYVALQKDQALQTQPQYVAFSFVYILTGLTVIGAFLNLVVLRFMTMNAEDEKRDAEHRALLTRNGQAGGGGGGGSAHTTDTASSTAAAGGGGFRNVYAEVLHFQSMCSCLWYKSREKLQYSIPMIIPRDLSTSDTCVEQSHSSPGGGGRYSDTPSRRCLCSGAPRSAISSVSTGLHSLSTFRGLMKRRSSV
TMEM16A inh – blocks the mouse calcium-activated chloride channel TMEM16A. HEK293 TMEM16A/YFP iodide influx fluorescence, ionomycin. AID 588511. 1.2% of 310,000 active. normalized B-score (activity score, 25-100; higher = stronger inhibition) at 10 µM. Q8BHY3;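 active means ratio plate-corrected score three or more library SD toward inhibition, starting fluorescence score within five deviations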;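 further: score derived from kinetic fluorescence span divided by baseline fluorescence per well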
An asterisk follows results filed as active; i = inactive.

Under each structure: KCNK3 inh | MrgX1 allo act | hERG protect | ANO1 activ | RGS4 act | TMEM16A inh | KCNQ1 block | KCNQ1 act | RGS4 inh | MrgX1 ag | KCNK9 block
CCCc1cc(=O)oc2cc(C)cc(OC(C)C(=O)N[C@@H](Cc3c[nH]c4ccccc34)C(=O)O)c12 (some centres undefined)
    i | i | -6 | i | -14* | i | i | i | i | i | i
CCCN(CCC)C(=O)CSc1ncccc1C(=O)O
    i | i | -8 | i | i | i | i | i | i | i | i
Cc1ccc(S(=O)(=O)NCC(=O)NCc2cc(=O)n(C)c(=O)n2C)cc1C
    i | i | -7 | i | i | i | i | i | i | i | i
CN(CC(=O)NC1CCCc2ccccc21)S(=O)(=O)c1ccc2c(c1)c(=O)n(C)c(=O)n2C (centres undefined)
    i | i | -8 | i | i | i | i | i | i | i | i
CCc1ccc(C(=O)NNc2cc(Cl)ccc2Cl)cc1
    i | i | -5 | i | i | i | i | i | i | i | i
CC(=O)c1c(N2CCN(c3ccc(F)cc3)CC2)nc(=S)n(-c2ccccc2)c1C
    i | i | -14 | i | i | i | i | i | i | i | i
CCOC(=O)CCc1c(C)c(C#N)c2nc3ccccc3n2c1-n1ccnc1C
    i | i | -15 | i | i | i | i | i | i | i | i
CCCOc1ccc(C(=O)C(CN2CCCC2)c2ccccc2)cc1 (centres undefined)
    i | i | -11 | i | i | i | i | i | i | i | i
Cc1ccc(-n2[nH]c(C)c(C=Nc3ccc(S(=O)(=O)Nc4nc(C)cc(C)n4)cc3)c2=O)c(C)c1
    i | i | -9 | i | i | i | i | i | i | i | i
C/C(=N\NC(=S)Nc1cc(S(=O)(=O)N2CCOCC2)ccc1Cl)c1ccc(N2CCOCC2)cc1
    i | i | -13 | i | i | i | i | i | i | i | i
Cc1cnc(NS(=O)(=O)c2ccc(Cl)cc2)c(Br)c1
    i | i | -4 | i | i | i | i | i | i | i | i
COc1nc(N)nc(CC(=O)C2CC2)n1
    i | i | -5 | i | i | i | i | i | i | i | i
CCc1ccc(-c2csc(NC(=O)C3=NN(c4ccccc4)C(=O)CC3)n2)cc1
    i | i | -16 | i | i | i | i | i | i | i | i
CC(C1CC1)N(C(=O)NC1CCS(=O)(=O)C1)c1ccccc1 (centres undefined)
    i | i | -4 | i | i | i | i | i | i | i | i
Cc1ccc(S(=O)(=O)N/N=C/c2cccn2-c2ccc(Cl)cc2)cc1
    i | i | -8 | i | i | i | i | i | i | i | i
COCCNC(=S)N1CCN(Cc2cccc(OC)c2)CC1
    i | i | -14 | i | i | i | i | i | i | i | i
O=C(NNC(=O)c1ccccc1[N+](=O)[O-])c1ccc(NC(=O)c2ccccc2)cc1
    i | i | -5 | i | i | i | i | i | i | i | i
O=C(O)CCC(=O)Nc1ccc(Br)cn1
    i | i | -3 | i | i | i | i | i | i | i | i
Cc1cc(-c2nnc(SCC(=O)Nc3ccccc3C(F)(F)F)n2N)n[nH]1
    i | i | -8 | i | i | i | i | i | i | i | i
Cc1ccc(C(=O)N/C(=C\c2sccc2C)C(=O)NCCCN2CCOCC2)cc1
    i | i | -4 | i | i | i | i | i | i | i | i
Cc1ccc(NS(=O)(=O)c2ccc(-c3ccc(=O)[nH]n3)o2)cc1
    i | i | -4 | i | i | i | i | i | i | i | i
Cc1onc(C(=O)N2C(C)CCCC2C)c1[N+](=O)[O-] (centres undefined)
    i | i | -12 | i | i | i | i | i | i | i | i
COc1cc2c(cc1NC(=O)CCCCCN1C(=O)CCC1=O)oc1ccccc12
    i | i | -14 | i | i | 25* | i | i | i | i | i
CCOc1ccc2ccccc2c1/C=N/NC(=O)c1cc(C)[nH]n1
    i | i | -3 | i | i | i | i | i | i | i | i
O=C(O)CSc1nc(-c2ccc(Cl)cc2)nc2c1oc1ccccc12
    i | i | -8 | i | i | i | i | i | 4.8* | i | i
O=C(Cn1cc(S(=O)(=O)Cc2cccc(F)c2)c2ccccc21)N1CCOCC1
    i | i | -13 | i | i | i | i | i | i | i | i
CC(C)c1ccc(CC(C)C2C3=C(CCCC3=O)OC3=C2C(=O)CCC3)cc1 (centres undefined)
    i | i | -15 | i | i | i | 7* | i | i | i | i
Nc1nnc(CSc2ccc(Cl)cc2)s1
    i | i | -5 | i | i | i | i | i | i | i | i
CC(NC(=O)C1CCC1)c1ccc(Cl)cc1 (centres undefined)
    i | i | -13 | i | i | i | i | i | i | i | i
CN1CCN(CC(=O)NC23CC4CC(CC(C4)C2)C3)CC1
    i | i | -8 | i | i | i | i | i | i | i | i
Cc1ccc(Oc2nc3ccccc3n3c(C)nnc23)c(C)c1
    i | i | -5 | i | i | i | i | i | i | i | i
Cc1cnc(CN2CCCC(C(=O)c3ccc4c5c(cccc35)CC4)C2)[nH]1 (centres undefined)
    i | i | -10 | i | i | i | i | i | i | i | i
COc1cccc(-n2c(Cc3cc(=O)[nH]c(=O)[nH]3)nnc2SC(C)C)c1
    i | i | -2 | i | i | i | i | i | i | i | i
O=C(NCc1ccc(F)cc1)c1cc2c(s1)CCCC2
    i | i | -11 | i | i | i | i | i | i | i | i
Cn1nnnc1SCc1nc2scc(-c3ccccc3)c2c(=O)[nH]1
    i | i | -9 | i | i | i | i | i | i | i | i
CCOC(=O)N1CCN(C(=O)c2ccc(OC)c(OC)c2)CC1
    i | i | -10 | i | i | i | i | i | i | i | i
COC(=O)c1sccc1NC(=O)Nc1ccc(OC)cc1OC
    i | i | -5 | i | i | i | i | i | i | i | i
O=C(CSc1nc2c(sc3ccccc32)c(=O)n1CCCN1CCCC1)NCc1ccccc1
    i | i | -20 | i | i | i | i | i | i | i | i
C[C@]1(C(=O)NCCCNc2ncc(C(F)(F)F)cc2Cl)C=C[C@@H](Cc2ccccc2)N1C(=O)c1ccccc1
    i | i | -5 | i | i | i | i | i | i | i | i
O=C(Nc1ccc2c(c1)OCO2)C1CC(=O)N(c2ccc3c(c2)OCCO3)C1 (centres undefined)
    i | i | -10 | i | i | i | i | i | i | i | i
CC(=O)Nc1nc2ccccc2n1CCN(C)C
    i | i | -3 | i | i | i | i | i | i | i | i
CCOC(=O)C1CCCN(C(=O)COc2ccccc2O)C1 (centres undefined)
    i | i | -3 | i | i | i | i | i | i | i | i
Cn1cccc1C(=O)NC(=O)COC(=O)CC12CC3CC(CC(Br)(C3)C1)C2
    i | i | -13 | i | i | i | i | i | i | i | i
CCOc1ccc(N/C(SC)=C(/C#N)C(N)=O)cc1
    i | i | -9 | i | i | i | i | i | i | i | i
O=C(CN1C(=O)CCSc2ccccc21)Nc1ccc2c(c1)OCCO2
    i | i | -8 | i | i | i | i | i | i | i | i
CN(C)Cc1c(C(=O)N/N=C/c2ccoc2)nnn1-c1nonc1N
    i | i | -8 | i | i | i | i | i | i | i | i
C=CCn1cc(-c2ccccc2)cc(C#N)c1=O
    i | i | -5 | i | i | i | i | i | i | i | i
O=C(CCC(=O)N1CCOCC1)NCCc1ccc(Cl)cc1Cl
    i | i | -10 | i | i | i | i | i | i | i | i
Cc1ccc(OCC(=O)c2c[nH]c3ccccc23)c([N+](=O)[O-])n1
    i | i | -12 | i | i | i | i | i | i | i | i
COC(=O)c1ccc(NC(=O)c2ccccc2NS(C)(=O)=O)cc1
    i | i | -3 | i | i | i | i | i | i | i | i
Cc1cc(C)c(S(=O)(=O)N2C=CC(C(F)(F)F)=NCC2)c(C)c1
    i | i | -4 | i | i | i | i | i | i | i | i
Cc1ccc(NC(=S)N(CCC(C)C)C(C)c2ccncc2)c(Cl)c1 (centres undefined)
    i | i | -15 | i | i | i | i | i | i | i | i
CC(C)Cn1c(-c2cc(Br)ccc2F)nc2c1c(=O)[nH]c(=O)n2CC(C)C
    i | i | -6 | i | i | i | i | i | i | i | i
O=C(Cc1cccc2ccccc12)N/N=C/c1ccc2cccc(O)c2n1
    i | i | -7 | i | i | i | i | i | i | i | i
COc1ccc(NS(=O)(=O)c2cc(NC(=O)Cn3cnc4c3c(=O)n(C)c(=O)n4C)ccc2C)cc1
    i | i | -9 | i | i | i | i | i | i | i | i
COc1ccc2[nH]c(C)c(CCNC(=S)Nc3cc(C)ccc3C)c2c1
    i | i | -3 | i | i | i | i | i | i | i | i
O=S(=O)(Nc1nc2ccccc2s1)c1ccc(Cl)s1
    i | 9.1* | -14 | i | i | 100* | i | i | i | i | i
CCOc1ccc(N(C(C)=O)c2nc(C)cc(C)c2C#N)cc1
    i | i | -4 | i | i | i | i | i | i | i | i
CCOc1ncccc1C(=O)OCC(=O)Nc1cc(S(=O)(=O)N2CCOCC2)ccc1C
    i | i | -7 | i | i | i | i | i | i | i | i
CC(=O)Nc1ccc(C(=O)OCc2ccc(Cl)cc2)cc1
    i | i | -12 | i | i | i | i | i | i | i | i

Other results.
Under each structure: KCNK3 inh | MrgX1 allo act | hERG protect | ANO1 activ | RGS4 act | TMEM16A inh | KCNQ1 block | KCNQ1 act | RGS4 inh | MrgX1 ag | KCNK9 block
CCOC(=O)c1sc2nc(C)nc(NCc3ccc(F)cc3)c2c1C
    -10* | i | -8 | i | i | 100* | i | i | i | i | i
CCOCCCNc1ncnc2c1nc1n2CCCC1
    i | i | -10 | i | i | i | i | i | i | i | i
COc1ccc(CCNC(=O)Nc2cccc([N+](=O)[O-])c2)cc1
    i | i | -14 | i | i | i | i | i | i | i | i
CCOC(=O)C1CCN(c2c(NC3CCCc4ccccc43)c(=O)c2=O)CC1 (centres undefined)
    i | i | -12 | i | i | i | i | i | i | i | i
O=C(CCc1ccc(S(=O)(=O)N2CCOCC2)cc1)Oc1ccccc1
    i | i | -5 | i | i | 25* | i | i | i | i | i
CCN1CCCC(Sc2nc3c([nH]2)c(=S)n(C)c(=O)n3C)C1 (centres undefined)
    i | i | -1 | i | i | i | i | i | i | i | i
COc1ccc(-c2c(N)nnc3c2[nH]c2ccccc23)cc1OC
    i | i | -12 | i | i | i | i | i | i | i | i
O=C1/C(=C/c2ccccc2)N=C(N2CCOCC2)N1c1cccc(Cl)c1
    i | i | -14 | i | i | i | i | i | i | i | i
